TR SRC2 fluor cs – Total Fluorescence Counterscreen for Inhibitors of the Interaction of Thyroid Hormone Receptor and Steroid Receptor Coregulator 2; 0.29% of 280,000 active; TRb/SRC2 Texas Red total fluorescence interference; Potency, µM (highest dose often 106 µM), inactives show at the top dose fluorescence change, negative = quenching; AID 1479, 2009; active = well fitted curve in either direction with a large enough effect; inconclusive = small, poorly fitted or top-dose-only effect
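Human TRb ligand-binding domain at 0.6 uM with 20 nM Texas Red SRC2 peptide in Tris buffer containing 1 uM T3 and 5% DMSO, incubated with compound 5 h at ambient temperature. Total fluorescence (555/632 nm) calculated as parallel + 2 × perpendicular.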
RECQ1 inh – qHTS Assay for Inhibitors of RecQ-Like Dna Helicase 1 (RECQ1); ATP-dependent DNA helicase Q1 (Homo sapiens), P46063; RECQ1 DNA unwinding, red fluorescence kinetic read; Potency, µM (top dose mostly 57.3 µM), for the others: top-dose activity, negative = inhibition, hits mostly inhibitors; 0.54% of 240,000 active; AID 2549, 2010;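 note: plate controls were vehicle for no effect and no enzyme for full effect; nearly all actives have a fitted effect of over 30% in size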
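50 nM RECQ1T1 preincubated 15 min with compound in Tris pH 8.0 buffer with MgCl2, DTT, Tween-20 and 2.5 ug/ml poly(dI-dC); started with 200 nM TAMRA/BHQ-2 forked duplex and 2 mM ATP. Unwinding read as fluorescence (525/598 nm), two reads 2 h apart.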
GAA inh – qHTS Assay for Inhibitors of Human alpha-Glucosidase as a Potential Chaperone Treatment of Pompe Disease | purified human GAA, 4-MU-alpha-glucoside fluorescence | 0.005% of 200,000 active | Potency, µM (highest dose often 76.9 µM), for the others: top-dose activity change, negative = inhibition, hits mostly inhibitors | Lysosomal alpha-glucosidase (Homo sapiens), P10253;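 note: plate controls were uninhibited enzyme wells for no effect and no-enzyme background for full effect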
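Endpoint fluorogenic read: 20 min room-temperature reaction of 4 nM human alpha-glucosidase with 400 uM 4-methylumbelliferyl-alpha-D-pyranoside, pH 5.0, quenched with 1M NaOH/1M glycine pH 10. AC50 from Hill modeling.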
GAA glycogen mod – qHTS Assay for Inhibitors and Activators of Human alpha-Glucosidase Cleavage of Glycogen; recombinant GAA, glycogen substrate, Amplex Red glucose oxidase fluorescence; Potency, µM (doses to about 76.4 µM), for inactives: at the highest dose activity change, negative = inhibition, most hits filed as inhibitors; 0.38% of 300,000 active; AID 2100, 2009;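 note: 0% = full enzyme reaction and -100% = no-enzyme basal signal; the screen sought inhibitors and activators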
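Recombinant human alpha-glucosidase (4 nM final) hydrolysed bovine liver glycogen (30 ug) for 40 min at 37 C in pH 5.0 citrate/phosphate with 0.01% Tween-20. Released glucose detected by glucose oxidase/Amplex Red, Ex 573/Em 610 nm. Compounds up to 77 uM; AC50 from Hill fits.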
GoLoco inh red – qHTS Assay for Inhibitors of RGS12 GoLoco Motif Activity (Red Fluorophore) | Guanine nucleotide-binding protein G(i) subunit alpha-1 (Homo sapiens), P63096 | Gai1:RGS12 GoLoco peptide FP, rhodamine, 10 min | Potency, µM (doses to about 61.6 µM), for the others: top-dose activity, negative = inhibition, usual class: inhibitors | 0.44% of 230,000 active | AID 880, 2007; active = well fitted inhibition curve with a large enough effect, not every such curve was filed as active; inactive = no such curve, though single readings can be large or run the other way; note: nearly all actives have a fitted effect of over 30% in size; many of its hits are not listed in these tables
Target sequence (P63096 whole entry, looked up): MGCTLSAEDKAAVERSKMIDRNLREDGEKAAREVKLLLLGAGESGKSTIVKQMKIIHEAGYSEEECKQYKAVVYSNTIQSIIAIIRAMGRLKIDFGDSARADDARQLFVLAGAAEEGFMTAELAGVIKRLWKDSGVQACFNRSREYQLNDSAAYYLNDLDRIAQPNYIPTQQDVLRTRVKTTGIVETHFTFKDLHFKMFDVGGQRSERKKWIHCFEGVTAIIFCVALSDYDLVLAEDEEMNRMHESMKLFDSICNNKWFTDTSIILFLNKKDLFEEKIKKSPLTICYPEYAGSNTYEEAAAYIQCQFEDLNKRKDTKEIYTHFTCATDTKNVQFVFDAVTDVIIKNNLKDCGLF
L3MBTL1 inh – qHTS Assay for the Inhibitors of L3MBTL1. AlphaScreen L3MBTL1–H3K9me1 peptide binding. Lethal(3)malignant brain tumor-like protein 1 (Homo sapiens), Q9Y468. 0.66% of 230,000 active. AID 485360, 2010. Potency, µM (top dose mostly 57.1 µM), for the others: top-dose activity, negative = inhibition, most hits filed as inhibitors; note: nearly all actives have a fitted effect of over 60% in size
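Read-out is AlphaScreen signal from streptavidin donor and nickel chelate acceptor beads (10 ug/mL final each) bridging L3MBTL1 (50 nM) and biotinylated K9-monomethylated H3(1-15) peptide (75 nM), after 30 min compound exposure at room temperature.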
GAA spleen mod – qHTS Assay for Inhibitors and Activators of Human alpha-Glucosidase From Spleen Homogenate. human spleen homogenate, 4-MU-alpha-glucoside fluorescence. Potency, µM (top dose mostly 79.9 µM), for the others: at the top dose activity change, negative = inhibition, hits mostly inhibitors. 0.006% of 240,000 active. AID 2112, 2009;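 note: 0% = enzyme with vehicle and -100% = no enzyme basal signal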
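Human spleen homogenate (1 ug) with 4-methylumbelliferyl-alpha-D-glucopyranoside (1 mM final) in 50 mM citrate/phosphate pH 5.0, 0.01% Tween-20; 40 min at 37 C. Stopped at pH 10; 4-MU fluorescence Ex 365/Em 440 nm; AC50 by Hill fit.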
TRb-SRC2 inh – qHTS for Inhibitors of the Interaction of Thyroid Hormone Receptor and Steroid Receptor Coregulator 2. Thyroid hormone receptor beta (Homo sapiens), P10828. TRbeta-SRC2 peptide binding, fluorescence polarization; receptor liganded with 1 µM T3. Potency, µM (series often up to 106 µM), without a hit: at the top dose activity change, negative = inhibition, usual class: inhibitors. 0.065% of 280,000 active. AID 1469, 2008;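 note: plate controls were bound peptide for no effect and peptide without receptor for full effect; nearly all actives have a fitted effect of over 50% in size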
Target sequence (P10828 whole entry, looked up): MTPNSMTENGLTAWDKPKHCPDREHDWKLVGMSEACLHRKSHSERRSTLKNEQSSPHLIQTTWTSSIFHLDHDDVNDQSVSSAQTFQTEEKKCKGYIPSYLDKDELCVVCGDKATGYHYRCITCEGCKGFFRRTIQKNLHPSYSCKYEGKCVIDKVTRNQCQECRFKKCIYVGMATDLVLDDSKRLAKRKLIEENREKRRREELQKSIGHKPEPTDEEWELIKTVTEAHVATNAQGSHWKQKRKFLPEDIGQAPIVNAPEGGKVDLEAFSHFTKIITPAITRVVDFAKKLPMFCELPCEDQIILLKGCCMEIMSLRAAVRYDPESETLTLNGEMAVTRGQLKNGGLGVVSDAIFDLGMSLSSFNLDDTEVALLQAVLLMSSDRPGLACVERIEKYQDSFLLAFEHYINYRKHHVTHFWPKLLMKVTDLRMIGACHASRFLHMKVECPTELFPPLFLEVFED
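Each compound concentration gave % activity, normalized to unbound and bound Texas Red SRC2 controls, from polarization read after 5 hr ambient incubation with T3-loaded human TRb LBD.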
* = called active by the depositor; i = inactive; ? = inconclusive; . = no result given; [ ] = another dose, or the depositor's remark. Unless noted, calls come from the whole dose curve; as a rule, active = well fitted curve in the direction sought with a large enough effect; inconclusive = small, poorly fitted or top-dose-only effect, or another doubt; inactive = no such curve, though single readings can be large; an effect the other way counts as inactive or inconclusive. Unless noted, % is set by controls: 0 for no effect and ±100 for the full control effect; potency is the fitted concentration of half-maximal effect. An excerpt; rates above refer to the full screens.

SMILES	TR SRC2 fluor cs	RECQ1 inh	GAA inh	GAA glycogen mod	GoLoco inh red	L3MBTL1 inh	GAA spleen mod	TRb-SRC2 inh
Cc1cccc(NC(=S)N(Cc2cccs2)Cc2cc3cc(C)cc(C)c3[nH]c2=O)c1	?	-6%	0%	-5%	-2%	-9%	-8%	-6%
COc1ccc(/C=N/Nc2cc(C)nc(NS(=O)(=O)c3ccc(C)cc3)n2)cc1	-4%	-3%	-2%	-16%	8%	9%	0%	-2%
O=C(NCC1CCCO1)c1ccc(COc2ccccc2Br)cc1 (stereo not drawn)	-1%	-3%	?	4%	-1%	-1%	-4%	-6%
CCOC(=O)CSC1=N/C(=C\c2cccnc2)C(=O)N1c1ccc(OC)cc1	-4%	5%	?	-2%	11%	-5%	1%	1%
CC(Sc1cnccn1)C(=O)O (stereo not drawn)	-4%	i	12%	22%	16%	4%	-17%	0%
CC(C)(C)NC(=O)NC(=O)CSc1nnc2ccccn12	0%	i	-7%	-11%	0%	1%	3%	-17%
NC(=O)NC(=O)CC1S/C(=N/N=C2/NC(=O)CS2)NC1=O (stereo not drawn)	1%	i	-7%	19%	-1%	-2%	0%	-3%
COc1ccc(S(=O)(=O)Cc2ccc(C(=O)NCCc3ccc(S(N)(=O)=O)cc3)o2)cc1	0%	-15%	3%[15.4 µM]	-11%	7%	-4%	7%	0%
COP(=O)(OC)c1nc(-c2ccccc2)oc1NCc1ccccc1	7%	-4%	-1%	-25%	7%	-3%	6%	9%
CCN1CCN(c2nc(N)c([N+](=O)[O-])c(Nc3ccc(C)c(C)c3)n2)CC1	-4%	-7%	-3%	7%	9%	?	0%	5%
O=C(CSc1nnc(-c2ccncc2)n1Cc1ccco1)c1ccc(Cl)cc1	-3%	0%	-13%	1%	5%	-4%	-4%	-3%
CSC1=NCCN1C(=O)c1c(-c2ccccc2Cl)noc1C	-2%	0%	-9%	5%	5%	.	1%	8%
CN1CCN(c2nc3ccccc3nc2C(C#N)C(=O)OC2CCCCC2)CC1 (stereo not drawn)	0%	-3%	-12%	-5%	26%	-12%	-7%	11%
COCCNC(=O)Cn1cc2c(n1)CCC(C)C2 (stereo not drawn)	-2%	-9%	-4%	-14%	-2%	.	4%	-14%
COc1ccc(Br)cc1CNC(=O)C1CCN(S(=O)(=O)N2CCCCC2)CC1	-1%[53 µM]	i	3%	0%	11%	12%	-4%	-17%[53 µM]
Cc1ccc(OCCCCN2CCCC(C)C2)c([N+](=O)[O-])c1 (stereo not drawn)	-6%	i	0%	0%	-5%	-7%[11.4 µM]	-1%	-3%
Cn1c(-c2ccc(F)cc2)cnc1SCC(=O)N1CCCCC1	-1%	-8%	-4%	9%	5%	-11%	-4%	-11%
COC(=O)c1cc(Br)c(N)cc1OC	-4%	-2%	3%	-8%	7%	5%[11.4 µM]	2%	-3%
COc1ccc(NC(=O)c2ccco2)c([N+](=O)[O-])c1	0%	-1%	-8%	9%	22%	-7%	-12%	0%
Cc1cc(C)n2nc(-c3cnn(C)c3C(F)(F)F)c(Cl)c2n1	0%	-4%	1%	3%	3%	6%	2%	9%
CC(C)(C)NC(=O)Cn1c(=O)oc2cc(S(=O)(=O)N3CCc4ccccc43)ccc21	1%	-14%	-7%[15.4 µM]	8%	-1%	7%	-9%	-1%
Cc1cc(NCc2ccco2)nc(N2CCC(C(=O)NC3CCCCC3)CC2)n1	1%[53 µM]	20%	?	16%	25%	-17%	1%	-1%[53 µM]
N#Cc1ccccc1NC(=O)COC(=O)CSc1nc2ccccc2o1	-5%	-6%	-3%	-7%	20%	41%[activator]	10%	13%
Cc1ccc(-c2nc(CN(C)Cc3ccc4nccnc4c3)c(C)o2)s1	-3%	-16%	.	10%	6%	-10%	6%	-2%
Cn1c(SCc2ccc(Br)cc2)nc2c(c1=O)SCC2	-1%	-2%	-6%	3%	12%	-25%	.	5%

Reformatted: three of the compounds above
Cc1cc(NCc2ccco2)nc(N2CCC(C(=O)NC3CCCCC3)CC2)n1
  TR SRC2 fluor cs: 1%[53 µM]
  RECQ1 inh: 20%
  GAA inh: ?
  GAA glycogen mod: 16%
  GoLoco inh red: 25%
  L3MBTL1 inh: -17%
  GAA spleen mod: 1%
  TRb-SRC2 inh: -1%[53 µM]
N#Cc1ccccc1NC(=O)COC(=O)CSc1nc2ccccc2o1
  TR SRC2 fluor cs: -5%
  RECQ1 inh: -6%
  GAA inh: -3%
  GAA glycogen mod: -7%
  GoLoco inh red: 20%
  L3MBTL1 inh: 41%[activator]
  GAA spleen mod: 10%
  TRb-SRC2 inh: 13%
Cc1ccc(-c2nc(CN(C)Cc3ccc4nccnc4c3)c(C)o2)s1
  TR SRC2 fluor cs: -3%
  RECQ1 inh: -16%
  GAA inh: .
  GAA glycogen mod: 10%
  GoLoco inh red: 6%
  L3MBTL1 inh: -10%
  GAA spleen mod: 6%
  TRb-SRC2 inh: -2%

Next part.
SMILES	TR SRC2 fluor cs	RECQ1 inh	GAA inh	GAA glycogen mod	GoLoco inh red	L3MBTL1 inh	GAA spleen mod	TRb-SRC2 inh
Cc1ccc(S(=O)(=O)/N=C2/C=C(C3C(=O)CC(C)(C)CC3=O)C(=O)c3ccccc32)cc1	-1%	-7%	-6%	?	-17%	.	-9%	-3%
C=CCn1c(=O)[nH]c2nc3cc(N=CN(C)C)c(C)cc3nc2c1=O	-2%	-3%	.	4%	28µM*	.	1%	-9%
Cc1cc(Cl)ccc1NC(=S)NCCCO	1%	i	2%	-3%	8%	2%	12%	3%
C[C@@H](CO)[C@H](/C=C/c1ccccc1)CCO[Si](c1ccccc1)(c1ccccc1)C(C)(C)C	0%	i	.	.	.	.	-1%	2%
O=C(NC1CCCCC1)Oc1ccccc1	-2%	-2%	-3%	-4%	4%	4%	1%	-4%
CCN(CC(=O)Nc1sc2c(c1C#N)CCC(C)C2)Cc1nc2ccccc2c(=O)[nH]1 (stereo not drawn)	-4%	-13%	7%	-8%	14%	9%	-1%	-1%
Cc1cccc(C(=O)NC(=S)N2CCN(C)CC2)c1	-4%	-1%	3%	5%	4%	4%	-10%	-3%
Cc1nn(CC(=O)O)c2ccccc12	1%	-3%	-7%	-17%	0%	.	6%	1%
CCOCC(=O)Nc1nc(C)cc(C)n1	0%	-5%	1%	-2%	-8%	-25%	0%	0%
O=[N+]([O-])c1ccc(C2=NCCO2)cc1	-5%	0%	.	-21%	-1%	.	-5%	-11%
COc1ccc(C2/C=C\CN(CC(C)C)C(C)C(=O)N2Cc2ccc(F)cc2)cc1 (stereo not drawn)	-2%	-9%	.	.	.	.	-5%	-1%
COc1ccc(C(=O)Nc2ccc(Cl)cc2C(=O)N2CCCC(C)C2)cc1OC (stereo not drawn)	-1%	2%	-1%	10%	2%	0%	-4%	-7%
Oc1ccccc1N1CCN(C(=S)Nc2ccc(SC(F)F)cc2)CC1	0%	i	-4%	?	4%	-1%	1%	7%
Cc1ccc(OCC(=O)n2nc(C)cc2C)c(C)c1	0%	-1%	?	-1%	5%	1%	3%	-4%
CC(CCc1ccccc1)NC(=O)COC(=O)c1ccc(S(C)(=O)=O)c([N+](=O)[O-])c1 (stereo not drawn)	-3%	-4%	1%	-3%	3%	-4%	-14%	?
O=C(c1ccc(Cl)c(S(=O)(=O)N2CCCCCC2)c1)N1CCN(c2ccccn2)CC1	-1%	0%	-2%	0%	7%	.	-2%	4%
CCOc1ccc(NC2C=CS(=O)(=O)C2)cc1 (stereo not drawn)	3%	-1%	?	-23%	-3%	-2%	-2%	-18%
N#Cc1ccccc1NC(=O)CNc1ccc(Cl)c(C(F)(F)F)c1	-5%	0%	-8%	-2%	.	2%	-4%	3%
Cc1c(Nc2scc(-c3ccccc3)[n+]2-c2ccccc2)c(=O)n(-c2ccccc2)n1C	-2%	9%	-7%	-1%	-2%	.	-9%	-4%
CC(CCc1ccccc1)NC(=O)C1CCCN(c2nnc(-n3cccc3)s2)C1 (stereo not drawn)	-9%	i	1%	3%	18%	?	-6%	8%
COc1ccc(C=NCCC2(O)CC(C)N(C)CC2C)cc1 (stereo not drawn)	-7%	9%	10%	8%	-22%	24%	3%	-8%
COc1ccc(N2CCN(CC(=O)Nc3sccc3C#N)CC2)cc1	-1%	-16%	-3%	-9%	-15%	-24%	-4%	-2%
c1cc(-c2nnc(-c3ccncc3)o2)ccn1	-3%	-6%	10%[15.4 µM]	-4%	-2%	-1%	3%	0%
COc1cccc(/C=C/C(=O)OCC(=O)c2cc(C)n(CC3CCCO3)c2C)c1OC (stereo not drawn)	1%	0%	-3%	7%	.	-5%	-7%	-5%
CCOC(=O)c1c(NC(NC(C)=O)C(Cl)(Cl)Cl)sc(C(C)=O)c1C (stereo not drawn)	-6%	i	?	-10%	-12%	32%[activator]	-9%	-6%
Cc1ccnc(NC(=S)NC(=O)/C=C/c2ccccc2)c1	0%	-1%	9%	1%	4%	7%	-16%	-10%
Cc1ccccc1/C=N\NC(=O)c1ccccc1-n1cccc1	-2%	i	-6%	-3%	-3%	-1%	.	3%
Cc1ccc(-c2cc(C(=O)OCn3nnc4ccccc4c3=O)c3ccccc3n2)cc1	-5%	-6%	7%	7%	-4%	-1%	-1%	-2%

Compound profiles, as listed above. Order of screens: TR SRC2 fluor cs	RECQ1 inh	GAA inh	GAA glycogen mod	GoLoco inh red	L3MBTL1 inh	GAA spleen mod	TRb-SRC2 inh
Cc1cccc(C(=O)NC(=S)N2CCN(C)CC2)c1 is listed with -4%	-1%	3%	5%	4%	4%	-10%	-3%
Cc1ccccc1/C=N\NC(=O)c1ccccc1-n1cccc1 is listed with -2%	i	-6%	-3%	-3%	-1%	.	3%

Assay outcomes from PubChem.
